# dFosB act: enhances mouse delta FosB homodimer DNA binding; AID 493131; activation, % at 25 µM; hit rate 0.99% among 340,000; P13346; purified delta FosB, TAMRA-CDK5 oligo fluorescence polarization; percent of positive-control signal above neutral wells;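 active means mean activation above about 17%, with every replicate also reaching it, limit read from the data, passing the limit was not always enough; inconclusive means only one of the two conditions met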;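 further: fluorescence polarization rise as delta FosB binds a TAMRA Cdk5 AP-1 oligo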
# Target sequence (P13346 whole entry, looked up): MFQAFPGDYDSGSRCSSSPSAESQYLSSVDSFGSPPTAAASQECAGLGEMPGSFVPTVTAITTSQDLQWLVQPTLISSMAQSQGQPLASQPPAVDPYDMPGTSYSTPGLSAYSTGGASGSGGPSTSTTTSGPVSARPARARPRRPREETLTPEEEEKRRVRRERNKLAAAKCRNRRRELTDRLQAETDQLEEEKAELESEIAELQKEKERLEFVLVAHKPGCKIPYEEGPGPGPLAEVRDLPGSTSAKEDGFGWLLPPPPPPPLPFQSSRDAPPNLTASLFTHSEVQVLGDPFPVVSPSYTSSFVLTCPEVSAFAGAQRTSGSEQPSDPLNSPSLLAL
# Tat transport: inhibitors of E. coli Tat protein transport; E. coli MC4100 TorA-mCherry Tat export, fluorescence; inhibition, % at 10 µM; hit rate 0.036% among 340,000; AID 488895;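 active means mean replicate inhibition at least 50% and at least half of replicates individually reaching 50%; inconclusive means only one of the two criteria met; inactive means neither criterion met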;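 further: exported cargo escapes ClpAP degradation while cytoplasmic cargo is degraded and loses fluorescence; 0% = median of neutral control wells and 100% = median of NaSCN control wells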
# CAL PDZ FP-1: human CAL PDZ-peptide interaction inhibition; purified CAL PDZ, TMR-peptide fluorescence polarization, 1 h; inhibition, % at 20 µM; hit rate 0.02% among 330,000; AID 504414;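 active means highest replicate inhibition of at least 40%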;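 further: plate controls were DMSO neutral control wells for no effect and unlabeled competitor peptide control wells for full effect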
#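 Material – purified CerCALP PDZ construct · Detection – FP readout, S and P plane fluorescence · Measure – percent inhibition from loss of millipolarization · Controls – unlabelled peptide for full inhibition, DMSO wells as neutral · Probe or stimulus – TMR-labelled reporter peptide T*-PRC34 bound in PDZ groove · Times – 1 h at RT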
# Wnt bcat act: activates Wnt/beta-catenin signaling in a reporter cell assay; activator, plate reader; activation, % at 9.35 µM; hit rate 1.2% among 300,000; in the data active means activation above about 30%, passing the limit was not always enough; inconclusive means no clear call, values can overlap the other calls;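 further: 0% = neutral control wells and 100% = positive control wells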
# V-ATPase pHluor: alters yeast V-ATPase proton transport; S. cerevisiae, pHLuorin cytosolic pH fluorescence; response, % at 10 µM; hit rate 0.37% among 350,000; in the data active means response mostly above about 7.3%, no sharp cut-off; inactive means mostly below about 5.4%; further: actives read high; inactives centre near 0; some compounds called inactive have numbers as strong as hits
# cardiac RTF act: cardiac RTF calcium sensitization; AID 493008; hit rate 0.24% among 340,000; activation, % at 7.2 µM; IANBD-labeled TnC RTF fluorescence at EC20 calcium; 0% EC20 calcium, 100% full calcium; P19429+P45379;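 active means activation above the mean over all tested compounds plus 3 SD, cut at about 30% in these data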;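 further: rise in fluorescence read as greater calcium sensitivity of cardiac thin filaments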
# CDK5 p35 inh: inhibitors of human CDK5/p35 kinase. Q00535+Q15078. AID 488839. inhibition, % at 10 µM. hit rate 0.01% among 330,000. Recombinant CDK5/p35, ADP-Glo luminescence, 60 min;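 active means highest replicate inhibition of at least 50% and at least 75% of replicates reaching 50%; inconclusive means only one of the two criteria met; inactive means both criteria failed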;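 further: plate controls were DMSO neutral control for no effect and GW8510 at 10 µM for full effect; many of its hits are not listed in these tables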
# Target sequence (Q00535 whole entry, looked up): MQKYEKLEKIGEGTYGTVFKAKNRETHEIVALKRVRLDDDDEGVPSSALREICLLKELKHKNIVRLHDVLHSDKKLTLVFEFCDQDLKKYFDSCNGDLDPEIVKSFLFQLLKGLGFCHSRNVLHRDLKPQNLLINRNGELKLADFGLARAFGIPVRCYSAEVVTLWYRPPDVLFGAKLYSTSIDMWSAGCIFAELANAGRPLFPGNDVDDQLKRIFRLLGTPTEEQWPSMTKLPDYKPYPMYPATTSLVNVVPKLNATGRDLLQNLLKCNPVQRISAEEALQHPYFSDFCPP
# Target sequence (Q15078 whole entry, looked up): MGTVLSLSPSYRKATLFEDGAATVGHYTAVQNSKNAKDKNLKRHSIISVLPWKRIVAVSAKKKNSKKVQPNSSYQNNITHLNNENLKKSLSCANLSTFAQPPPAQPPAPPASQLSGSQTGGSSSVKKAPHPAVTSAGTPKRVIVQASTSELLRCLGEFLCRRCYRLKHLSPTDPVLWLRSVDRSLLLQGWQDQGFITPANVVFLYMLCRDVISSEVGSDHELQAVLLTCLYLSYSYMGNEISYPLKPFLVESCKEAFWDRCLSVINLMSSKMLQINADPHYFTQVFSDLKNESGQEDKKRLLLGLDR
# MITF TRPM1 HTS: MITF TRPM1 promoter activation in melanoma cells. activation, % at 12.5 µM. AID 588334. hit rate 0.75% among 300,000. SK-MEL-5 TRPM1-promoter luciferase, 24 h; % of positive control, neutral wells = 0;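 active means mean activation of at least 80% with every replicate also reaching 80%; inconclusive means mean reaches 80% but some replicate falls short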;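 further: 0% = neutral control wells and 100% = parthenolide positive control wells; values of inactives mirror those of a sister screen read the other way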
# Rtt109 HAT inh: C. albicans Rtt109 histone acetyltransferase inhibition. inhibition, % at 34.9 µM. hit rate 0.16% among 330,000. Q5AAJ8. purified Rtt109/Vps75, ThioGlo CoA-SH fluorescence, 4 h. AID 540336;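 active means inhibition of at least 50% in every replicate; inconclusive means best replicate reaches 50% inhibition but some replicates fall short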
# CAL PDZ FP-2: blocks peptide binding to the human CAL PDZ domain | Q9HD26 | purified CAL PDZ, TMR-peptide fluorescence polarization, 1 h | inhibition, % at 24.9 µM | hit rate 0.92% among 300,000 | AID 602252;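 active means mean inhibition of at least 30% with at least half of replicates also reaching 30%; inconclusive means no clear call, values can overlap the other calls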;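 further: 0% = DMSO neutral control and 100% = excess unlabeled competitor peptide PRC23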
# * marks the source's active call; other numbers are inactive results; ? = inconclusive; . = not tested or not shown.
SMILES,dFosB act,Tat transport,CAL PDZ FP-1,Wnt bcat act,V-ATPase pHluor,cardiac RTF act,CDK5 p35 inh,MITF TRPM1 HTS,Rtt109 HAT inh,CAL PDZ FP-2
CC(NCc1ccc(S(N)(=O)=O)cc1)C(=O)NCc1ccccc1 (configuration not stated),1,3,1.2,0,1,-2,0.5,1,-13,2
COC(=O)C1C(O)=C(C=NCc2ccccc2)C(=O)CC1(C)C (configuration not stated),0,-14,-0.2,2,1,-2,-1.2,-6,-5,1
CCn1c(SCc2ccccc2Cl)nc2ccccc21,-1,15,-0.7,-6,1,3,0.0,40,-9,0
Cc1cc(C)n2nc(C(=O)Nc3c(C)nn(Cc4ccc(F)cc4)c3C)cc2n1,-14,-7,-0.4,3,3,-1,0.9,13,-9,4
CC(C)CN(C(=O)C1COc2ccccc2O1)c1c(N)n(CC(C)C)c(=O)[nH]c1=O (configuration not stated),-4,-5,-2.0,-3,6,-3,-0.2,-2,0,-3
O=C(CSc1ncnc2scc(-c3ccccc3)c12)N1CCN(c2ccccc2F)CC1,-9,11,-0.2,-2,-10,3,1.5,5,-1,-6
O=C(CN1C(=O)NC(Cc2c[nH]c3ccccc23)C1=O)NCCc1ccccc1 (configuration not stated),-1,3,0.0,-1,-5,-7,0.2,4,8,-3
O=S(=O)(c1ccc(Cl)cc1)n1cccn1,-6,-1,-4.0,5,1,2,-0.9,-10,-10,-3
O=[N+]([O-])c1ccc2nc(-c3ccccc3[N+](=O)[O-])[nH]c2c1,1,19,1.0,?,0,-1,2.1,4,.,3
N#Cc1ccc(/C=C\c2nccc3c2[nH]c2ccccc23)cc1,?,-5,-1.3,-5,-3,6,1.8,-18,-3,6
CCOC(=O)C1CCCN(C(=O)c2ccc(Cl)cc2)C1 (configuration not stated),-3,-3,-2.5,0,-3,0,-4.4,8,4,-3
CC(C)CC(=O)Nc1ccc(C(=O)COc2ccc(-c3nnco3)cc2)cc1,-11,-7,-4.0,-2,2,-1,-0.7,.,7,-1

# An excerpt from above, reduced to Rtt109 HAT inh, CAL PDZ FP-1 and dFosB act:
SMILES	Rtt109 HAT inh	CAL PDZ FP-1	dFosB act
CC(C)CN(C(=O)C1COc2ccccc2O1)c1c(N)n(CC(C)C)c(=O)[nH]c1=O (configuration not stated)	0	-2.0	-4
O=C(CSc1ncnc2scc(-c3ccccc3)c12)N1CCN(c2ccccc2F)CC1	-1	-0.2	-9
O=C(CN1C(=O)NC(Cc2c[nH]c3ccccc23)C1=O)NCCc1ccccc1 (configuration not stated)	8	0.0	-1
O=S(=O)(c1ccc(Cl)cc1)n1cccn1	-10	-4.0	-6
O=[N+]([O-])c1ccc2nc(-c3ccccc3[N+](=O)[O-])[nH]c2c1	.	1.0	1

# (more compounds)
SMILES,dFosB act,Tat transport,CAL PDZ FP-1,Wnt bcat act,V-ATPase pHluor,cardiac RTF act,CDK5 p35 inh,MITF TRPM1 HTS,Rtt109 HAT inh,CAL PDZ FP-2
COc1cc(-c2noc(C)c2C(=O)NCCc2cccs2)cc(OC)c1OC,3,4,1.5,-1,-1,0,0.0,6,0,-1
Cn1c(=O)c2c(nc(Cl)n2CCOc2ccccc2)n(C)c1=O,-7,4,-1.3,3,5,0,-0.9,-7,-1,-1
Cc1nc2ccccc2nc(C)c1=NOCc1cccc(Cl)c1,-11,0,-0.4,-1,-1,-2,0.3,-6,-25,.
Cc1onc(-c2ccccc2)c1C(=O)N/N=C/c1cn(C)c2ccccc12,-2,-3,-0.3,-1,-1,3,-0.9,-27,-5,15
CCN(CC)S(=O)(=O)c1ccc2c(c1)nc(SCC(N)=O)n2-c1ccc(OC)cc1,6,-5,-1.2,.,1,-4,0.0,-8,13,-3
COc1ccc(C(=O)Nc2ccccc2Cc2ccccc2)c(OC)c1,1,6,-2.7,0,0,4,-3.7,13,-5,0
CC(/C=C1\NC(=S)NC1=O)=C\c1ccccc1,5,-9,-0.5,2,-1,2,0.1,11,3,0
C=CCOC(=O)C1=C(C)Nc2nnnn2C1c1cccc(OC)c1OC (configuration not stated),-6,-10,-1.2,.,1,3,-0.3,-2,-7,1
O=C(NCc1cccc(Cl)c1)c1ccc2ccccc2n1,-6,-5,-2.0,-2,1,-1,0.3,1,-3,-4
CCOC(=O)c1ccc(NC(=S)N(CCCN2CCCC(C)C2)Cc2ccco2)cc1 (configuration not stated),-2,-7,-4.7,-6,4,2,0.0,3,21,.
CSc1nsc(/C=C/Nc2ccc(O)cc2C)c1C#N,-68,1,-1.3,11,1,6,2.9,-1,-1,-1
CCn1c(=O)cc(SCC(=O)Nc2ccc3c(c2)OCO3)c2ccccc21,0,-3,-0.8,0,-1,5,0.7,7,4,.

# Individual results from the list:
# In cardiac RTF act, Cc1onc(-c2ccccc2)c1C(=O)N/N=C/c1cn(C)c2ccccc12 reads 3
# In V-ATPase pHluor, CCn1c(=O)cc(SCC(=O)Nc2ccc3c(c2)OCO3)c2ccccc21 reads -1

# The list goes on:
SMILES,dFosB act,Tat transport,CAL PDZ FP-1,Wnt bcat act,V-ATPase pHluor,cardiac RTF act,CDK5 p35 inh,MITF TRPM1 HTS,Rtt109 HAT inh,CAL PDZ FP-2
Cc1c(C(=O)N/N=C/c2ccccc2)sc(=S)n1C,-4,-3,.,.,1,-5,1.2,-4,5,-7
C/C(=N\NC(=O)Cn1cc([N+](=O)[O-])cn1)c1ccc(O)cc1,2,5,-1.5,-1,-3,-3,-1.1,16,-8,3
CCOc1ccc(C(=O)OCn2nnc3ccccc3c2=O)cc1OC,1,5,-0.5,-3,-1,2,2.6,-10,7,0
Cc1cccc(Oc2ncc(-c3ccc(Cl)cc3)cn2)c1,1,-7,-0.6,.,-2,1,-1.0,43,0,-6
O=C(CSc1nc2c(sc3ccccc32)c(=O)n1CCCN1CCCC1)NCc1ccco1,-9,-1,5.7,15,2,5,0.3,17,9,-7
Cc1cc(NC(=O)CS(=O)(=O)c2cn(C)c3ccccc23)no1,5,2,-1.6,6,-3,2,-0.7,-5,-3,-1
COc1ccc(CCNC(=O)COC(=O)c2ccc(Br)o2)cc1OC,-2,-5,-0.1,.,-1,1,2.0,.,3,-2
Fc1ccc(-c2csc3ncnc(Nc4ccc(N5CCOCC5)cc4)c23)cc1,-5,-2,0.1,.,-5,-3,-1.2,-9,10,-1
O=C(CCN1C(=O)CSc2ccccc21)Nc1ccc(C(F)(F)F)cc1,-9,11,-2.4,-2,-1,3,1.2,-1,-17,.
Cc1ccc(Oc2nc3ccccn3c(=O)c2/C=C(\C#N)C(=O)NC2CCS(=O)(=O)C2)cc1 (configuration not stated),-8,4,-1.4,25,-3,1,-0.6,.,-10,-5
CN1CCN(S(=O)(=O)c2ccc(N3CCN(c4ccc(O)cc4)CC3)c([N+](=O)[O-])c2)CC1,-14,-2,-1.2,-2,-1,7,-0.5,-9,29,0
Cc1ccc(OCc2nnc(SCC(=O)Nc3ccc4c(c3)OCO4)n2C)cc1,-1,-5,-0.7,6,1,-1,-1.4,7,-8,0

# Three structures out of the list, ordered by molar mass, descending:
SMILES,dFosB act,Tat transport,CAL PDZ FP-1,Wnt bcat act,V-ATPase pHluor,cardiac RTF act,CDK5 p35 inh,MITF TRPM1 HTS,Rtt109 HAT inh,CAL PDZ FP-2
CN1CCN(S(=O)(=O)c2ccc(N3CCN(c4ccc(O)cc4)CC3)c([N+](=O)[O-])c2)CC1,-14,-2,-1.2,-2,-1,7,-0.5,-9,29,0
COc1ccc(CCNC(=O)COC(=O)c2ccc(Br)o2)cc1OC,-2,-5,-0.1,.,-1,1,2.0,.,3,-2
Fc1ccc(-c2csc3ncnc(Nc4ccc(N5CCOCC5)cc4)c23)cc1,-5,-2,0.1,.,-5,-3,-1.2,-9,10,-1

# A portion from the list above, for reference:
SMILES,dFosB act,Tat transport,CAL PDZ FP-1,Wnt bcat act,V-ATPase pHluor,cardiac RTF act,CDK5 p35 inh,MITF TRPM1 HTS,Rtt109 HAT inh,CAL PDZ FP-2
Cc1c(C(=O)N/N=C/c2ccccc2)sc(=S)n1C,-4,-3,.,.,1,-5,1.2,-4,5,-7
C/C(=N\NC(=O)Cn1cc([N+](=O)[O-])cn1)c1ccc(O)cc1,2,5,-1.5,-1,-3,-3,-1.1,16,-8,3
CCOc1ccc(C(=O)OCn2nnc3ccccc3c2=O)cc1OC,1,5,-0.5,-3,-1,2,2.6,-10,7,0
Cc1cccc(Oc2ncc(-c3ccc(Cl)cc3)cn2)c1,1,-7,-0.6,.,-2,1,-1.0,43,0,-6
O=C(CSc1nc2c(sc3ccccc32)c(=O)n1CCCN1CCCC1)NCc1ccco1,-9,-1,5.7,15,2,5,0.3,17,9,-7

# Additional records follow.
SMILES,dFosB act,Tat transport,CAL PDZ FP-1,Wnt bcat act,V-ATPase pHluor,cardiac RTF act,CDK5 p35 inh,MITF TRPM1 HTS,Rtt109 HAT inh,CAL PDZ FP-2
Cc1ccc(C(=O)NCCN2CCOCC2)cc1,3,-9,-1.3,-2,3,3,1.4,11,-2,-5
Cn1ccnc1C(=O)c1ccc(Cl)c(S(=O)(=O)N2CCOCC2)c1,-6,2,-0.3,7,-1,-1,0.1,7,5,1
Cc1cccc(NC(=O)CC2SC(=O)N(c3ccccc3)C2=O)c1 (configuration not stated),-6,-7,-0.3,.,3,-4,1.0,0,2,-2
NS(=O)(=O)c1ccc(S(=O)(=O)N(CCc2ccccc2)Cc2ccccn2)cc1,-10,2,-0.9,-1,0,-3,-0.9,.,2,-2
Cc1cc(C)c(NC(=O)CNC(=O)CSc2nnc(N)s2)c(C)c1,-1,-6,-2.3,-2,-1,1,-2.1,5,-1,2
COc1ccc(N2CCN(c3oc(-c4ccco4)nc3C#N)CC2)cc1,-8,-11,-1.9,.,3,-2,-0.6,-13,-9,.
CC1(C)CC(=O)c2cc(C(=O)NC3CCSC3=O)c(=O)n(-c3ccccc3)c2C1 (configuration not stated),-5,8,-0.4,.,-1,-2,-0.5,-8,-23,2
O=C(NC(=S)Nc1ccccc1N1CCCC1)c1ccc([N+](=O)[O-])cc1,-4,-2,-2.1,.,-1,9,-3.1,-1,-6,1

# Assay outcomes as filed in PubChem.
